M5 PAM – positive allosteric modulators of human muscarinic M5 receptor; AID 624038; activation, % at 3 µM; CHO-K1 hM5, Fluo-8 calcium, ACh EC20 PAM; 0% = ACh EC20, 100% = ACh EC100; 360,000 tested, 0.3% active; P08912;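 active means activation above the run cutoff, the mean activation of all test compounds plus 3 SD, cut at about 18% in these data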
Target sequence (P08912 whole entry, looked up): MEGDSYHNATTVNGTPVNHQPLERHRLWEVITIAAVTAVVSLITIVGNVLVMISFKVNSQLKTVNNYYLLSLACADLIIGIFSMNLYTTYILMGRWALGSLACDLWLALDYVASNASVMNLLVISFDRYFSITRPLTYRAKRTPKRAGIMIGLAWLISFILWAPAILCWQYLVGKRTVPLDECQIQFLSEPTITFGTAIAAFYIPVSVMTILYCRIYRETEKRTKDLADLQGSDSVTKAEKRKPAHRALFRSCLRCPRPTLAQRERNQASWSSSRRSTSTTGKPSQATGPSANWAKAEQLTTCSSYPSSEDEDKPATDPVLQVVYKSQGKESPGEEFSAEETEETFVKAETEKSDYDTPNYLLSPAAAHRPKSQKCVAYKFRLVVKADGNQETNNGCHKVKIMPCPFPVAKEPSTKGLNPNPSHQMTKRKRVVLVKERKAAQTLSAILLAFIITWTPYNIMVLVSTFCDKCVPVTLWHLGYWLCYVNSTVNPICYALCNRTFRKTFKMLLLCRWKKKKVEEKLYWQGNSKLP
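System – CHO-K1 hM5 cells · Compound – 3 µM, single dose · Incubation – compound preincubation 140 s before EC20 acetylcholine addition · Technique – Fluo-8 calcium fluorescence · Measure – Max/basal fluorescence ratio as % of EC20–EC100 ACh window · Benchmarks – low control EC20 acetylcholine (0%), high control EC100 acetylcholine (100%) · Replication – singlicate, one well per test compound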
M4 ag – agonists of human muscarinic M4 receptor (CHRM4) | P08173 | CHO-K1 hM4/Gqi5, Fluo-8 calcium fluorescence; vehicle 0%, full acetylcholine response 100% | activation, % at 3 µM | 360,000 tested, 0.14% active | AID 624127;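 active means activation above the run mean over all test wells plus 3 SD, cut at about 32% in these data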;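 further: peak over basal fluorescence ratio per well then scaled between controls; 0% = DMSO wells and 100% = acetylcholine at EC100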
Target sequence (P08173 whole entry, looked up): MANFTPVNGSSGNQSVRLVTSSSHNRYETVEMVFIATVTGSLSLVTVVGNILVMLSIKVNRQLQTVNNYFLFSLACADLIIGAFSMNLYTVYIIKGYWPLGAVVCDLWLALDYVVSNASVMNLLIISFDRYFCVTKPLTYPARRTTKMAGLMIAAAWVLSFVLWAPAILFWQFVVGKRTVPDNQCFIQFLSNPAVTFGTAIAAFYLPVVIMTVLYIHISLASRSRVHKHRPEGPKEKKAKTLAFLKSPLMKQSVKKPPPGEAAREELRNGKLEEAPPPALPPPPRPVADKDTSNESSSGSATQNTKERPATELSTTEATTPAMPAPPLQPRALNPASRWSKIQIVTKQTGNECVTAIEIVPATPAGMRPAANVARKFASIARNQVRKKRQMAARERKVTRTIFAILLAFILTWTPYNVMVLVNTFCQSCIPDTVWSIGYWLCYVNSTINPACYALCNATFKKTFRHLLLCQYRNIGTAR
M1 PAM parental – counter-screen for M1 PAMs: effect in parental CHO-K1 cells | AID 602247 | ATP EC20, Fluo-8 calcium fluorescence; 0% at ATP EC20, 100% at ATP max | 360,000 tested, 0.02% active | activation, % at 3 µM;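 active means activation above the run cutoff, the mean activation of all test compounds plus 3 SD, cut at about 40% in these data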;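 further: peak over basal fluorescence ratio in a 140 s read after ATP addition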
CHRM5 agonist – CHRM5 agonism in calcium assay; P08912; CHO-K1 hM5 cells, Fluo-8 calcium fluorescence; 0% DMSO wells, 100% maximal acetylcholine response; activation, % at 3 µM; 360,000 tested, 0.19% active; AID 624037;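 active means activation above the run's mean over test compounds plus 3 SD, cut at about 23% in these data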;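 further: signal is peak over basal fluorescence ratio across the kinetic read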
CHO-K1 Ca antag – M1 antagonist counterscreen hit in parental CHO-K1 cells; ATP-induced calcium, Fluo-8 fluorescence; inhibition, % at 3 µM; 360,000 tested, 0.6% active; AID 602250;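 active means inhibition above a per-plate cutoff, the plate's mean sample inhibition plus 3 SD, cut at about 24% in these data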;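 further: 0% = DMSO plus EC80 ATP and 100% = DMSO alone without ATP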
M1 ag parental – counter-screen for M1 agonists: effect in parental CHO-K1 cells. Fluo-8 calcium fluorescence; scaled to maximal ATP response, vehicle zero. activation, % at 3 µM. 360,000 tested, 0.48% active. AID 602248; in the data active means activation above about 15%;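 further: untransfected CHO-K1 host cells lacking M1 receptor as counterscreen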
CHRM4 antagonist – CHRM4 antagonism in calcium assay; P08173; inhibition, % at 3 µM; 360,000 tested, 0.73% active; CHO-hM4 cells, ACh EC80, Fluo-8 calcium fluorescence; AID 624125;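 active means inhibition above its plate's cutoff, the mean inhibition of sample wells plus 3 SD, cut at about 27% in these data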;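 further: 0% = acetylcholine EC80 with DMSO and 100% = DMSO without agonist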
CHRM5 antagonist – blocks acetylcholine activation of human M5 receptor; P08912; CHO-hM5 cells, Fluo-8 calcium fluorescence, ACh EC80; inhibition, % at 3 µM; 360,000 tested, 0.59% active; AID 624040;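 active means inhibition above a per-plate cutoff, the mean of that plate's test compounds plus 3 SD, cut at about 27% in these data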;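 further: 0% = acetylcholine EC80 with DMSO and 100% = DMSO without agonist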
CHRM4 PAM – potentiates acetylcholine response at human M4 receptor | activation, % at 3 µM | CHO-K1 hM4/Gqi5, Fluo-8 calcium fluorescence, ACh EC20; 0% = ACh EC20, 100% = maximal ACh | 360,000 tested, 0.4% active | AID 624126;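 active means activation above its plate's cutoff, the mean activation of sample wells plus 3 SD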; further: some results filed as inactive read as strong as hits
* = called active by the depositor; & = joins results of further samples. Random draw from the library. Share with any hit: about 2.7%.

Sample of the layout (four entries):
CCn1c(=O)c2c3c(sc2n2c(SCc4ccc(F)cc4)nnc12)CCCC3 was read as M5 PAM 11, M4 ag 1, M1 PAM parental 13, CHRM5 agonist 6, CHO-K1 Ca antag -11, M1 ag parental 0.7, CHRM4 antagonist -5, CHRM5 antagonist -16 and CHRM4 PAM 1.
`CCN(CC)CCN=C1CCCc2ccccc2N1` gave M5 PAM -2, M4 ag 0, M1 PAM parental -3, CHRM5 agonist -7, CHO-K1 Ca antag -8, M1 ag parental -0.2, CHRM4 antagonist 1, CHRM5 antagonist 4 and CHRM4 PAM -6.
COc1ccccc1CNC(=O)C1(c2ccc(Cl)cc2)CC1 was read as M5 PAM -4, M4 ag 0, M1 PAM parental 3, CHRM5 agonist -2, CHO-K1 Ca antag 2, M1 ag parental -0.5, CHRM4 antagonist 1, CHRM5 antagonist 7 and CHRM4 PAM -5.
COc1cccc(NC(=O)Nc2cccs2)c1 was read as M5 PAM -4, M4 ag 8, M1 PAM parental 6, CHRM5 agonist 6, CHO-K1 Ca antag 3, M1 ag parental 3.7, CHRM4 antagonist -6, CHRM5 antagonist 1 and CHRM4 PAM 8.

The list itself, repeating the preview:
CCn1c(=O)c2c3c(sc2n2c(SCc4ccc(F)cc4)nnc12)CCCC3 was read as M5 PAM 11, M4 ag 1, M1 PAM parental 13, CHRM5 agonist 6, CHO-K1 Ca antag -11, M1 ag parental 0.7, CHRM4 antagonist -5, CHRM5 antagonist -16 and CHRM4 PAM 1.
`CCN(CC)CCN=C1CCCc2ccccc2N1` gave M5 PAM -2, M4 ag 0, M1 PAM parental -3, CHRM5 agonist -7, CHO-K1 Ca antag -8, M1 ag parental -0.2, CHRM4 antagonist 1, CHRM5 antagonist 4 and CHRM4 PAM -6.
COc1ccccc1CNC(=O)C1(c2ccc(Cl)cc2)CC1 was read as M5 PAM -4, M4 ag 0, M1 PAM parental 3, CHRM5 agonist -2, CHO-K1 Ca antag 2, M1 ag parental -0.5, CHRM4 antagonist 1, CHRM5 antagonist 7 and CHRM4 PAM -5.
COc1cccc(NC(=O)Nc2cccs2)c1 was read as M5 PAM -4, M4 ag 8, M1 PAM parental 6, CHRM5 agonist 6, CHO-K1 Ca antag 3, M1 ag parental 3.7, CHRM4 antagonist -6, CHRM5 antagonist 1 and CHRM4 PAM 8.
`O=C(CC1CCCC1)Nc1ccc2c(c1)CCC2` gave M5 PAM 3, M4 ag 0, M1 PAM parental 8, CHRM5 agonist -8, CHO-K1 Ca antag 0, M1 ag parental -0.5, CHRM4 antagonist 5, CHRM5 antagonist 2 and CHRM4 PAM 2.
For CC(C)CCNC(=O)[C@@H](Cc1ccccc1)NC(=O)CC[C@H]1O[C@@H](n2ccc(=O)[nH]c2=O)[C@H](O)[C@@H]1O the results were M5 PAM 16, M4 ag 2, M1 PAM parental -8, CHRM5 agonist 2, CHO-K1 Ca antag -9, M1 ag parental -0.1, CHRM4 antagonist -8, CHRM5 antagonist -19 and CHRM4 PAM 17.
For CC(NC(=O)C(=S)N1CCN(C)CC1)c1ccccc1 (configuration not stated) the results were M5 PAM 8, M4 ag 0, M1 PAM parental 9, CHRM5 agonist -1, CHO-K1 Ca antag -9, M1 ag parental 1.4, CHRM4 antagonist -6, CHRM5 antagonist 8 and CHRM4 PAM 2.
For Cc1n[nH]c(C)c1S(=O)(=O)N1CCCC(C(=O)N2CCN(c3ccc(Cl)cc3)CC2)C1 (configuration not stated) the results were M5 PAM -16, M4 ag 12, M1 PAM parental 11, CHRM5 agonist -3, CHO-K1 Ca antag -4, M1 ag parental 5.8, CHRM4 antagonist 2, CHRM5 antagonist 8 and CHRM4 PAM -11.
`COc1cccc(NC(=O)c2ccc(N3C(=O)C4CCC(C)CC4C3=O)cc2)c1` (configuration not stated) gave M5 PAM -13, M4 ag 19, M1 PAM parental 3, CHRM5 agonist -1, CHO-K1 Ca antag -6, M1 ag parental 11, CHRM4 antagonist -20, CHRM5 antagonist 29* and CHRM4 PAM -4.
`Cc1ccc(S(=O)(=O)N2CCN(C(=O)CN3C(=O)c4ccc([N+](=O)[O-])cc4C3=O)CC2)cc1C` gave M5 PAM 10, M4 ag 1, M1 PAM parental 10, CHRM5 agonist 1, CHO-K1 Ca antag -12, M1 ag parental 0.2, CHRM4 antagonist 5, CHRM5 antagonist -3 and CHRM4 PAM 5.
OC(c1ccccc1)(c1ccccc1)C1CCN(C(=S)NCCc2ccccc2)CC1 was read as M5 PAM -2, M4 ag 0, M1 PAM parental 11, CHRM5 agonist -6, CHO-K1 Ca antag -6, M1 ag parental 1.9, CHRM4 antagonist 5, CHRM5 antagonist 5 and CHRM4 PAM -10.
`COC(=O)c1ccc(N=Nc2c(C)[nH]n(-c3ccccc3)c2=O)cc1` gave M5 PAM -6, M4 ag 0, M1 PAM parental 13, CHRM5 agonist -1, CHO-K1 Ca antag -8, M1 ag parental 0.5, CHRM4 antagonist 3, CHRM5 antagonist 18 and CHRM4 PAM -2.
For O=C(Nc1cccc(S(=O)(=O)NC2=NCCCCC2)c1)c1ccc(Cl)cc1 the results were M5 PAM -14, M4 ag 6, M1 PAM parental -8, CHRM5 agonist 2, CHO-K1 Ca antag 2, M1 ag parental 9.9, CHRM4 antagonist -6, CHRM5 antagonist 14 and CHRM4 PAM -7.
`Cc1ccc(NC2c3ncccc3C(=O)N2Cc2ccco2)c(C)c1` (configuration not stated) gave M5 PAM 0, M4 ag 0, M1 PAM parental 12, CHRM5 agonist -5, CHO-K1 Ca antag -2, M1 ag parental 2.3, CHRM4 antagonist -8, CHRM5 antagonist 5 and CHRM4 PAM 0.
For CC(C)(CC(=O)O)CC(=O)N1CCCN(c2nccc(C(F)(F)F)n2)CC1 the results were M5 PAM -2, M4 ag 0, M1 PAM parental 8, CHRM5 agonist -7, CHO-K1 Ca antag -11, M1 ag parental 1.2, CHRM4 antagonist -12, CHRM5 antagonist -3 and CHRM4 PAM 1.
Screening Cc1ccc(S(=O)(=O)Cn2nnnc2C(C(C)C)N2CCC(C(N)=O)CC2)cc1 (configuration not stated) returned M5 PAM -2, M4 ag 3, M1 PAM parental 8, CHRM5 agonist 0, CHO-K1 Ca antag -6, M1 ag parental 2.1, CHRM4 antagonist 0, CHRM5 antagonist 18 and CHRM4 PAM -4.
For Cc1ccc(NC(=O)CCNC(=O)c2ccccc2Cl)cc1S(=O)(=O)N1CCCCCC1 the results were M5 PAM -14, M4 ag 12, M1 PAM parental 8, CHRM5 agonist 3, CHO-K1 Ca antag -17, M1 ag parental 7.3, CHRM4 antagonist 11, CHRM5 antagonist 13 and CHRM4 PAM -5.
`CC(C)c1ccc(NC(=O)[C@H](NC(=O)[C@@H]2Cc3ccccc3CN2)c2ccccc2)cc1` gave M5 PAM 0, M4 ag 4, M1 PAM parental 16, CHRM5 agonist -3, CHO-K1 Ca antag -15, M1 ag parental 3.0, CHRM4 antagonist -8, CHRM5 antagonist 7 and CHRM4 PAM -4.
For COc1ccc(C2CC=C(C(C)=O)CN2S(=O)(=O)c2ccc(Cl)cc2)cc1 (configuration not stated) the results were M5 PAM -14&-10, M4 ag 9&7, M1 PAM parental 12&4, CHRM5 agonist -2&-1, CHO-K1 Ca antag 5&11, M1 ag parental 3.5&3.3, CHRM4 antagonist -8&-11, CHRM5 antagonist 10&4 and CHRM4 PAM -7&-9.
`CC1Cc2ccccc2N1C(=O)COC(=O)c1c2c(nc3ccccc13)CCCCC2` (configuration not stated) gave M5 PAM -14, M4 ag 5, M1 PAM parental 10, CHRM5 agonist -4, CHO-K1 Ca antag 10, M1 ag parental 2.3, CHRM4 antagonist 5, CHRM5 antagonist 12 and CHRM4 PAM -8.
For COc1ccc(CNC(=O)C[C@H]2C(=O)N(C3CCCCC3)C[C@@H]2Cc2ccccc2)cc1 the results were M5 PAM 7, M4 ag 3, M1 PAM parental 0, CHRM5 agonist 0, CHO-K1 Ca antag 0, M1 ag parental 2.9, CHRM4 antagonist -5, CHRM5 antagonist 2 and CHRM4 PAM 3.
`CCOC(=O)c1cc(-c2cccs2)nc2onc(C)c12` gave M5 PAM 2, M4 ag 1, M1 PAM parental 11, CHRM5 agonist -2, CHO-K1 Ca antag -6, M1 ag parental 0.3, CHRM4 antagonist 0, CHRM5 antagonist -8 and CHRM4 PAM -1.
`CCn1c(SCC(=O)NCCc2ccccc2)nnc1-c1ccco1` gave M5 PAM 1, M4 ag 0, M1 PAM parental 12, CHRM5 agonist 0, CHO-K1 Ca antag 4, M1 ag parental 0.1, CHRM4 antagonist -2, CHRM5 antagonist -2 and CHRM4 PAM -2.
For COc1ccc(/C(O)=C2\C(=O)C(=O)N(CCN(C)C)C2c2cccc(OC)c2OC)cc1Cl (configuration not stated) the results were M5 PAM -3, M4 ag 1, M1 PAM parental 18, CHRM5 agonist -3, CHO-K1 Ca antag -14, M1 ag parental 0.6, CHRM4 antagonist 0, CHRM5 antagonist -1 and CHRM4 PAM 4.
For CC(C)(C)c1ccc(S(=O)(=O)NC(=O)C2(C)CCN2C(=O)C2CC2)cc1 (configuration not stated) the results were M5 PAM 7, M4 ag 1, M1 PAM parental 12, CHRM5 agonist 0, CHO-K1 Ca antag -7, M1 ag parental 0.0, CHRM4 antagonist -8, CHRM5 antagonist -1 and CHRM4 PAM 6.
Screening CSCC[C@H](NC(=O)Nc1ccc(S(N)(=O)=O)cc1)C(=O)O returned M5 PAM 0, M4 ag 1, M1 PAM parental -4, CHRM5 agonist -2, CHO-K1 Ca antag -4, M1 ag parental 0.9, CHRM4 antagonist -1, CHRM5 antagonist 7 and CHRM4 PAM 1.
For CC(Sc1nc(=O)cc(N)n1CCc1ccccc1)C(=O)NCc1ccccc1 (configuration not stated) the results were M5 PAM 8, M4 ag 0, M1 PAM parental 9, CHRM5 agonist -3, CHO-K1 Ca antag -11, M1 ag parental 0.3, CHRM4 antagonist -2, CHRM5 antagonist 8 and CHRM4 PAM 5.
`COc1ccc2cc(C3CC=C(CO)CN3S(=O)(=O)c3ccccc3[N+](=O)[O-])n(C(=O)OC(C)(C)C)c2c1` (configuration not stated) gave M5 PAM -12, M4 ag 16, CHRM5 agonist 2, CHRM4 antagonist 23, CHRM5 antagonist 23 and CHRM4 PAM -12.
`COc1ccc(-c2cn3ccccc3n2)cc1` gave M5 PAM -2, M4 ag 0, M1 PAM parental 21, CHRM5 agonist -4, CHO-K1 Ca antag -7, M1 ag parental 2.0, CHRM4 antagonist 13, CHRM5 antagonist 7 and CHRM4 PAM -7.
`C/C(=N\NC(=O)COc1ccc(C(C)(C)C)cc1)c1cc2ccccc2o1` gave M5 PAM -3, M4 ag -1, M1 PAM parental 10, CHRM5 agonist -3, CHO-K1 Ca antag 7, M1 ag parental 0.4, CHRM4 antagonist 5, CHRM5 antagonist 1 and CHRM4 PAM -5.

Assay outcomes from PubChem.
